From PubChem
OX1R antagonist = antagonists of human orexin 1 receptor | CHO/OX1R cells, Fluo-8 calcium fluorescence, orexin A | inhibition, % at 5 µM | actives 0.43% (n = 330,000) | AID 434989;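 active means inhibition above its plate's threshold, mean inhibition of all tested compounds on the plate plus 3 SD, cut at about 37% in these data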;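 further: 0% = orexin A challenge wells and 100% = SB-334867-A antagonist wells; not every result past the cut was called active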
Target sequence (O43613 whole entry, looked up): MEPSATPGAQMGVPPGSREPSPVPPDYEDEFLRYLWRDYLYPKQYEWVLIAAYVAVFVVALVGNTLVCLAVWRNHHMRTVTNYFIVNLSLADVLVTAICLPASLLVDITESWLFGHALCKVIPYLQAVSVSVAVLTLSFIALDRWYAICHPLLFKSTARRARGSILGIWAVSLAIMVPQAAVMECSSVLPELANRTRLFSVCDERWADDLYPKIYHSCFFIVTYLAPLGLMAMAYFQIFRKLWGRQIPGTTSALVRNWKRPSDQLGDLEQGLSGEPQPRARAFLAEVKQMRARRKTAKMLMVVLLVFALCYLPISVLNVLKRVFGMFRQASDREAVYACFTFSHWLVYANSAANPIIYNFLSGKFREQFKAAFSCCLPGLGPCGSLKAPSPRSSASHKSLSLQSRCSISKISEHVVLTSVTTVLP
CHT PAM = allosterically activates the human high affinity choline transporter. Q9GZV3. CHT-expressing cells, membrane potential dye, choline EC20; active compounds read high; LV-AA mutant CHT in HEK293 cells. B-score at 10 µM. actives 0.49% (n = 310,000);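 active means initial fluorescence not abnormally high and integrated response B-score, plate-corrected, over 3 SD above library mean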
Target sequence (Q9GZV3 whole entry, looked up): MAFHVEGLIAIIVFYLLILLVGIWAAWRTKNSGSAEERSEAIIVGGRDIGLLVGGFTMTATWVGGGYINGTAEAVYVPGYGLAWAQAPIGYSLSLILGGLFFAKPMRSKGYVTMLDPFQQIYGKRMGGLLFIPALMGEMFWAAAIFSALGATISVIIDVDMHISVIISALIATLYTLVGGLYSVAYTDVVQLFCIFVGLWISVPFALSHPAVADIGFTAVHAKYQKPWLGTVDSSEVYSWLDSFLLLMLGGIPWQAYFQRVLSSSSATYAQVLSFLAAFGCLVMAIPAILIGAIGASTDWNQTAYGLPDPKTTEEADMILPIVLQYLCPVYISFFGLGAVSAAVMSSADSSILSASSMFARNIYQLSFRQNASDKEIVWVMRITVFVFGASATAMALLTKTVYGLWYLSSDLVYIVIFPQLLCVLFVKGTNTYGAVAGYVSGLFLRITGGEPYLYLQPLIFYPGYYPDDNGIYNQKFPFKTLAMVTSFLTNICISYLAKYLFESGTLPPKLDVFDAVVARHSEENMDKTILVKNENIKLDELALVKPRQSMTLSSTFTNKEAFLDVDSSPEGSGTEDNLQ
Numbers without * were called inactive; i = inactive; . = no result given.

Structure | OX1R antagonist | CHT PAM
O=C(C1COc2ccccc2O1)N1CCn2c(nc3ccccc32)C1 (stereo not given) | -6.8 | i
Cc1ccc2nc(-c3cccnc3)oc2c1 | -15.0 | i
CCOc1ccc(NC(=O)CCSc2nnc(C)s2)cc1 | -19.2 | i
CCCCCCNC1=NCCS1 | -11.1 | i
COc1ccc(NC(=O)C2C(c3ccccc3)C2(Cl)Cl)c(OC)c1 (stereo not given) | -31.6 | i
O=C(NCc1ccccc1)NC1(C(=O)N2CCN(c3ncccn3)CC2)CCCCC1 | 2.9 | i
CC(=O)c1ccc(NC(=O)c2ccc3c(Cl)c4c(nc3c2)CCCC4)cc1 | 0.4 | i
CC(C)CCN(C(=O)CNC(=O)c1cccs1)C(C(=O)NC1CCCCC1)c1cccnc1 (stereo not given) | -30.0 | i

Following part:
Structure | OX1R antagonist | CHT PAM
CC(=O)N1N=C(c2ccc(C)cc2)OC1c1ccc(C)cc1 (stereo not given) | -17.5 | i
Cc1c(Br)c([N+](=O)[O-])nn1C(C)C(=O)NCc1ccco1 (stereo not given) | 0.3 | i
Nc1ccncc1N | -8.3 | i
O=C(COc1ccc2ccccc2c1)NN1C(=O)c2ccccc2C1=O | -10.7 | i
CCOC(=O)c1ccc(NC(=O)c2sc3nc(N4CCOCC4)c4c(c3c2N)CCCC4)cc1 | -45.7 | i
CCOC(=O)c1c(C)[nH]c(C(=O)NCC(c2ccco2)N2CCCCC2)c1C (stereo not given) | -22.9 | .
CCCc1[nH][nH]c(=O)c1C(c1cccc(Cl)c1)C(C#N)C#N (stereo not given) | -11.1 | i
CCCCOCCCNC(=S)Nc1ccc(S(=O)(=O)N2CCOCC2)cc1 | -14.0 | i

(continued)
Structure | OX1R antagonist | CHT PAM
CCNC(=S)N/N=C/c1cn(Cc2ccc(F)cc2)c2ccccc12 | -21.2 | i
CCN1C(=O)C(CC(=O)Nc2c(C)cccc2C)Nc2cc(S(=O)(=O)N(C)C)ccc21 (stereo not given) | -22.6 | i
COc1ccc2cc(CO)c(Cl)nc2c1 | -14.3 | i
CCc1nn(CC(=O)NCCc2ccc(Cl)cc2)c(=O)c2cccn12 | -19.9 | i
CCOc1ccc(S(=O)(=O)N(C)c2ccc(OCC(=O)NCC3CCCCC3)cc2)cc1 | -4.7 | .
Cn1c(-c2ccc(C(=O)c3ccccc3)s2)nc2ccccc21 | -7.9 | i
Cc1cc(Oc2ccc(Cl)cc2)nc(-c2ccccc2O)n1 | -13.0 | i
O=C(CCN1C(=O)C2CCCCC2C1=O)N1CCN(S(=O)(=O)c2ccccc2)CC1 (stereo not given) | -9.3 | i

Carrying on.
Structure | OX1R antagonist | CHT PAM
COc1ccc(CNC(=O)Cn2cnc3c(SC)nc(N)nc32)cc1 | -19.1 | .
CC1Cc2ccccc2N1C(=O)c1cc2c(=O)n3ccccc3nc2n1C (stereo not given) | -19.2 | i
O=C(O)CCc1nc(-c2ccccc2)no1 | 8.0 | i
O=C(O)c1cc(C(F)(F)F)nc2ccccc12 | -17.2 | i
COc1cc(CN2CCC(n3nccc3NC(=O)C3CC3)CC2)cc(OC)c1 | -3.8 | i
CCC(=O)N1CCc2cc(S(=O)(=O)NC(C(=O)NCc3ccc(F)cc3)C(C)C)ccc21 (stereo not given) | -11.2 | i
O=S(=O)(c1cccc(F)c1)N1CCCN(c2ccc(C(F)(F)F)cn2)CC1 | 0.0 | i
O=C(OCC#CCSc1nnc(-c2cccc3ccccc23)o1)c1ccc(Br)cc1 | 0.8 | .

More records follow.
Structure | OX1R antagonist | CHT PAM
COc1ccc(CC(=O)NC(C)c2ccc(S(N)(=O)=O)cc2)cc1S(=O)(=O)N1CCOCC1 (stereo not given) | -10.2 | i
COc1ccc(-c2noc(CCC(=O)N3CCC(c4cc(C)ccc4C)CC3)n2)cc1 | -21.1 | .
CC(C)CCOCC(=O)Nc1cccc(C(=O)O)c1 | 4.7 | i
Cc1nc(NC(=O)/C=C/c2ccccc2)n[nH]1 | -8.6 | i
COc1ccc(C(=O)NCC(=O)N/N=C/c2cn[nH]c2-c2ccccc2)cc1 | -8.1 | i
CC(=O)Nc1cccc(NC(=O)CSc2nnc(Cc3cccn3C)n2CCc2ccccc2)c1 | -10.2 | i
Cn1cc(C(=O)N2CCc3ccccc3C2)c(=O)c2cc(S(=O)(=O)N3CCOCC3)ccc21 | -14.5 | i
O=C(COc1ccc(Cl)cc1)Nc1ccccc1Cl | -12.6 | i

Next section.
Structure | OX1R antagonist | CHT PAM
c1ccc(OCCOc2cccc3cccnc23)cc1 | -14.5 | i
O=C(NCc1ccccc1)NCc1cccs1 | -6.7 | i
O=C(/C=C/c1ccc(S(=O)(=O)NCc2ccco2)cc1)NCc1cccc(Cl)c1 | 53.7* | i
CCNC(=O)COc1ccc(F)cc1C(=O)c1cnn(-c2ccccc2)c1 | -3.5 | i
CN(Cc1ccccc1)S(=O)(=O)c1ccc(NC(=O)C2CCCO2)cc1 (stereo not given) | -17.0 | i
COc1cc(OC)c2ccc(=O)oc2c1C(CC(=O)N1CCCC(C)C1)c1ccc2c(c1)OCO2 (stereo not given) | -22.7 | i
C=CCn1c(-c2ccccc2)ccc(C#N)c1=O | -9.0 | i
CCc1nn(CC(=O)N2CCC(C)CC2)c(=O)c2cccn12 | -6.7 | i

The results go on.
Structure | OX1R antagonist | CHT PAM
COc1cccc2c1C(=O)c1ccc3ccccc3c1C2=O | -10.3 | i
Cc1ccc(NC(=O)Cn2cc(C=O)c3ccccc32)cc1 | -16.0 | i
COc1cccc(OCc2cc(C(=O)NCCc3cccc(C)n3)no2)c1 | -30.5 | i
COc1ccc(NC(=O)COc2ccc(S(=O)(=O)N3CCOCC3)cc2C)cc1OC | 2.5 | i
CC1(c2cc(C(F)(F)F)n3nc(C(=O)O)cc3n2)CC1 | 12.8 | i
Cc1ccc(C(=O)N/C(=C\c2cccs2)C(=O)N2CCOCC2)cc1C | -21.5 | i
COC(=O)C(C)Oc1ccc(Oc2nc(Cl)ccc2Cl)cc1 (stereo not given) | -4.9 | i
Cc1cc(S(=O)(=O)N2CCN(c3ccccc3O)CC2)c(C)s1 | -9.6 | i

Following part:
Structure | OX1R antagonist | CHT PAM
Cc1c(N(C(=O)CNC(=O)c2ccccc2)C2(C(=O)NC3CCCCC3)CCCCC2)c(=O)n(-c2ccccc2)n1C | -17.8 | i
O=C(c1ccc(CS(=O)c2cccc(Cl)c2)o1)N1CCOCC1 (stereo not given) | -16.2 | i
CN(C)S(=O)(=O)c1ccc(NC(=O)C2CC(=O)N(Cc3ccccc3)C2)cc1 (stereo not given) | -4.3 | i
O=C(Nc1cnn(Cc2c(Cl)cccc2Cl)c1)c1ccc([N+](=O)[O-])cc1 | -28.4 | i
Cc1ccccc1Nc1c(-c2ccncc2)nc2ccc(Br)cn12 | -27.3 | i
Cc1ccc2cc(CN(C(=O)c3cccnc3)C(C)C)c(=O)[nH]c2c1 | -27.6 | i
CC(=O)Nc1ccc(NC(=O)c2ccc(N(C)S(=O)(=O)c3ccc(C)cc3)cc2)cc1 | 2.9 | i
C#CCOC(=O)c1ccccc1C(=O)N(CC)CC | -6.4 | i

More results follow:
Structure | OX1R antagonist | CHT PAM
Nc1cc(C(=O)OCC(=O)NCc2ccco2)ccc1Cl | -9.5 | i
CN(C(=O)COC(=O)CCc1c[nH]c2ccccc12)c1ccccc1 | -14.8 | i
Cc1cc(F)ccc1NC(=O)c1cc(S(=O)(=O)N2CCCC2)cn1C | -1.8 | i
O=[N+]([O-])c1ccc(-c2ccc(C=Nc3cccc4ccccc34)o2)cc1 | -2.6 | i
COc1cc(OC)c(NC(=S)NCc2ccccc2)cc1Cl | -9.3 | i
CCCCn1c(N)c(N(CCC(C)C)C(=O)C2CC(=O)N(c3cccc(SC)c3)C2)c(=O)[nH]c1=O (stereo not given) | -26.4 | i
COc1ccc([C@H](NC(=O)OC(C)(C)C)C(=O)OC(C)(C)C)cc1 | -5.6 | .
CC(NC(=O)CNC(=O)c1cccc(Cl)c1)c1ccccc1 (stereo not given) | -10.1 | i

Sorted by value in OX1R antagonist (rising): some entries from above
| SMILES | OX1R antagonist |
| --- | --- |
| CN(C(=O)COC(=O)CCc1c[nH]c2ccccc12)c1ccccc1 | -14.8 |
| CC(NC(=O)CNC(=O)c1cccc(Cl)c1)c1ccccc1 (stereo not given) | -10.1 |
| Nc1cc(C(=O)OCC(=O)NCc2ccco2)ccc1Cl | -9.5 |
| COc1cc(OC)c(NC(=S)NCc2ccccc2)cc1Cl | -9.3 |
| COc1ccc([C@H](NC(=O)OC(C)(C)C)C(=O)OC(C)(C)C)cc1 | -5.6 |
| O=[N+]([O-])c1ccc(-c2ccc(C=Nc3cccc4ccccc34)o2)cc1 | -2.6 |

Other records:
Structure | OX1R antagonist | CHT PAM
O=C(COc1ccccc1)NCc1cccs1 | -22.9 | i
OCCC1CN(Cc2ccc(-n3cccn3)cc2)CCN1Cc1ccccc1 (stereo not given) | -31.2 | i
N#C/C(=C\c1ccc(Sc2nc3ccccc3[nH]2)o1)c1ccccc1 | 56.5* | i
CC(=O)c1ccc(NC(=O)NCc2ccc(F)cc2)cc1 | -15.4 | i
S=C(NCCCN1CCOCC1)Nc1ccc(Nc2ccccc2)cc1 | -4.7 | i
CCOC(=O)c1cc(C(O)(C(F)(F)F)C(F)(F)F)c(/N=C/N(C)C)o1 | 12.3 | i
CC(=N\NC(=O)c1cc(Br)ccc1O)/C(=N/O)C(=O)Nc1ccccc1 | -1.8 | i
CCC(C(=O)NC1CCCCC1)n1c(SCc2cccc(F)c2)nc2ccncc21 (stereo not given) | -43.3 | i

Among those listed so far, 4 have a CF3 group:
Structure | OX1R antagonist | CHT PAM
O=C(O)c1cc(C(F)(F)F)nc2ccccc12 | -17.2 | i
O=S(=O)(c1cccc(F)c1)N1CCCN(c2ccc(C(F)(F)F)cn2)CC1 | 0.0 | i
CC1(c2cc(C(F)(F)F)n3nc(C(=O)O)cc3n2)CC1 | 12.8 | i
CCOC(=O)c1cc(C(O)(C(F)(F)F)C(F)(F)F)c(/N=C/N(C)C)o1 | 12.3 | i

The list continues:
compound	OX1R antagonist	CHT PAM
O=C(Nc1ccccc1C(F)(F)F)C1CCN(C(=O)c2cccs2)CC1	-16.6	i
COc1ccc(-c2noc(N3CCCC(C(=O)Nc4ccc(C(C)=O)cc4)C3)n2)cc1 (stereo not given)	-0.2	i
Cc1ccc(C)c(NC(=O)C2CCCN(S(=O)(=O)c3c(C)nn(C)c3C)C2)c1 (stereo not given)	-10.8	i
CCOC(=O)c1cc(S(=O)(=O)N2CCCC2)cn1C	-6.8	i
O=C(NC1CCS(=O)(=O)C1)c1ccc(-c2ccc(Br)cc2)o1 (stereo not given)	-4.4	i
Cc1ccc2c(CN3CCCCC3C)cc(=O)oc2c1 (stereo not given)	-1.6	i
CCCCSc1nnc(-c2c[nH]c3ccccc23)n1C	-14.2	i
C/C(Cl)=C\CNC(C)c1ccccc1 (stereo not given)	-15.2	i
CCC(=O)NC(c1cccc([N+](=O)[O-])c1)c1c(O)ccc2ccccc12 (stereo not given)	-9.5	i
CCOc1ccccc1OCCOc1ccccc1OC(C)C	-27.3	i
COc1ccc(CC(=O)OCC(=O)NCc2ccc(C)cc2)cc1OC	-21.2	.
O=C(c1ccc(N2C(=O)C3CCCCC3C2=O)cc1)N1CCCCC1 (stereo not given)	-12.7	i
CCN(CC)CCN1CCn2c3c(c4cc(C)ccc42)CCCC31 (stereo not given)	-17.7	i
O=C(C(=C1NCCN1)n1cncn1)c1ccccc1	-6.6	i
N/C(=N\OC(=O)c1cnn(-c2ccccc2)c1C(F)(F)F)c1ccc(C(F)(F)F)cc1	12.7	i
COc1ccccc1NCC(=O)N/N=C(\C)c1cccs1	-18.1	i
O=C(Nc1cccc(C(F)(F)F)c1)C1CCCCC1	-4.1	i
O=C(Nc1ccc2oc(-c3ccncc3)nc2c1)c1ccco1	-6.7	i
CCCCn1c(=O)[nH]c(=O)c2c1nc(COc1ccc(C#N)cc1)n2CCC	-37.7	i
O=C(NCCN1CCOCC1)c1ccc(NS(=O)(=O)c2ccccc2)cc1	-7.1	i
CCOc1ccccc1NC(=O)CNC(=O)N1CC(=O)Nc2ccccc21	-22.9	i
Cc1ccccc1N1CCN(S(=O)(=O)Cc2ccccc2)CC1	-20.8	i
C[C@H](CO)N1C[C@H](C)[C@@H](CN(C)S(=O)(=O)c2ccc(F)cc2)Oc2ccc(NC(=O)Cc3ccccc3)cc2C1=O	-16.1	.
CCCNCc1cc(OCC)c(OCC(N)=O)cc1Br	-21.6	i
CCn1c(CNC(=O)c2ccc3c(c2)OCO3)nnc1SCC(=O)Nc1cc(C)ccc1OC	-12.9	i

Other entries
compound	OX1R antagonist	CHT PAM
COc1ccc(CC(=O)N/N=C/c2sccc2C)cc1	-8.2	i
O=C(OCC(=O)N1CCCc2ccccc21)c1c(F)cccc1F	-28.4	i
CCOCCn1c(SCc2c(F)cccc2Cl)nc2c1c(=O)[nH]c(=O)n2C	-14.8	i
COCCCN1C(=O)c2ccc(C(=O)NCCc3ccccc3)cc2C1=O	-2.3	i
CCOc1cc(N2CCOCC2)c(OCC)cc1NC(=O)CN1C(=O)C2CC=CCC2C1=O (stereo not given)	-5.5	i
CCN1C(=O)[C@@H]2[C@@H](c3ccc(-c4ccc5c(c4)OCO5)c(OC)c3)N3CCC[C@@]3(C(=O)OC)[C@@H]2C1=O	-9.3	i
COc1cc(OC)cc(C(=O)NC2CCN(Cc3nnnn3Cc3cccs3)CC2)c1	-25.1	i
CC1=CN2CC(O)CN=C2C=C1 (stereo not given)	-9.7	i
NC(=O)Cn1c(=O)n(CCC(=O)NCCSCc2ccccc2)c(=O)c2ccccc21	-7.2	i
COCCn1c(=NC(=O)/C=C/c2cccs2)sc2cc(NC(C)=O)ccc21	-16.1	i
Cc1cc(C)cc(NC(=S)/N=C(\N)Nc2nc(C)c3ccccc3n2)c1	0.0	i
CCN(c1ccc(OC)cc1)S(=O)(=O)c1cc(-c2cc(C)no2)ccc1OC	-12.2	i
Cc1ccc(-c2noc(CSc3nnnn3C3CCCCC3)n2)cc1	-16.5	i
CCOc1ccc(N(CC(=O)Nc2ccccc2OC)S(C)(=O)=O)cc1	-9.9	i
CCCN(CC(=O)Nc1ccc(Cl)cc1Cl)C(=O)/C=C/c1cc(OC)ccc1OC	-24.3	i

Rows are unselected; any-hit rate near 0.8%.
